ZTA counter: counter-screen for EBNA-1 inhibitors: inhibitors of Epstein-Barr virus ZTA; P03206; ZTA-DNA binding, fluorescence polarization; inhibition, % at 11 µM; actives 0.15% (n = 320,000); AID 2234; in the data active = inhibition above about 33%
Target sequence (P03206 whole entry, looked up): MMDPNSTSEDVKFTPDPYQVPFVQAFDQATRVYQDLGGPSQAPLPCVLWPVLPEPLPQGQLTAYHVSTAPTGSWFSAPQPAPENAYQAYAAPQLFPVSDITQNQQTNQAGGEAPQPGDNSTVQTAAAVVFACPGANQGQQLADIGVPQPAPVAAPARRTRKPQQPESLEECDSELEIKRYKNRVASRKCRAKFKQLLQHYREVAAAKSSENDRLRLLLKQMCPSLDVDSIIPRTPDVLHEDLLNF
GASC-1 inh: inhibitors of human GASC-1 (JMJD2C) demethylase; actives 0.069% (n = 330,000); inhibition, % at 2.35 µM; Q9H3R0; AID 2099; GST-JMJD2C(1-420) H3K9me3 demethylation, DELFIA europium;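 active = more than half of a compound's replicate wells show inhibition beyond 50%, single wells judged on their own value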;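 also: signal counts dimethyl H3K9 product captured on neutravidin plate; 0% = median of DMSO wells and 100% = 0.3 times that DMSO median; strong numbers were not always called active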
PP1 inh: PP1-alpha (human) inhibition in PP5 counter-screen; purified PP1alpha, OMFP fluorescence; inhibition, % at 6.7 µM; actives 0.9% (n = 320,000);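 active = inhibition above the mean inhibition of all tested compounds plus 3 SD, computed separately for each screening campaign, cut at about 15% in these data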
Target sequence (P62136 whole entry, looked up): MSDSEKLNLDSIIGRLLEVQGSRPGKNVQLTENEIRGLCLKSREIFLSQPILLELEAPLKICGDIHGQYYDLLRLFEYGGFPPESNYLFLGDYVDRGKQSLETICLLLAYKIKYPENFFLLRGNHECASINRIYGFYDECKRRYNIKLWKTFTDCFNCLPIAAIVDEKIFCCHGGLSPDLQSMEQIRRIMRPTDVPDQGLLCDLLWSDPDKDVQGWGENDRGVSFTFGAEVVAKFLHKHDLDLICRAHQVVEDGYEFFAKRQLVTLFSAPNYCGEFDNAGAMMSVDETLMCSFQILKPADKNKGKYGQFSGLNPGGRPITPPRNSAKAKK
Yeast superoxide: lowers age-related superoxide in aged yeast cells; superoxide response (% of plate mean), % at 10 µM; AID 2690; actives 0.18% (n = 330,000); S. cerevisiae aged cells, superoxide DHE fluorescence; active compounds read low;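 active = superoxide response under a set limit, about three screen SD below normal, cut at about 65% in these data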;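 also: yeast aged for seven days with compound at 30 °C before DHE staining; 100% = average MFI of all compound-treated wells on the plate with controls excluded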
HCV core dimer: blocks dimerization of HCV core protein | TR-FRET GST/Flag-core106 dimerization, 1536-well | inhibition, % at 5 µM | actives 0.33% (n = 300,000) | AID 1899;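 active = inhibition above the mean of all tested compounds plus 3 SD, set per screening campaign, cut at about 45% in these data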
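System: GST/Flag-tagged HCV core106 proteins. Incubation: compound-protein-antibody incubation 4 h at 22.5 °C. Technique: HTRF with 340 nm excitation, 617/671 nm emission. Medium: KF-containing HEPES buffer, pH 7.45, DTT, CHAPS, BSA. Read-out: inhibition (%) from 671 over 617 nm ratio. Also added: Eu(K)-anti-GST 90 ng/mL plus XL665-anti-Flag 1 µg/mL.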
PP5 primary: inhibitors of human protein phosphatase 5 (PP5); AID 1987; purified PP5c, OMFP substrate fluorescence; inhibition, % at 6.7 µM; P53041; actives 0.18% (n = 320,000);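 active = inhibition above the campaign's mean inhibition across all tested compounds plus 3 SD, cut at about 9.5% in these data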;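 also: 0% = DMSO only and 100% = 100 µM cantharidin control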
Target sequence (P53041 whole entry, looked up): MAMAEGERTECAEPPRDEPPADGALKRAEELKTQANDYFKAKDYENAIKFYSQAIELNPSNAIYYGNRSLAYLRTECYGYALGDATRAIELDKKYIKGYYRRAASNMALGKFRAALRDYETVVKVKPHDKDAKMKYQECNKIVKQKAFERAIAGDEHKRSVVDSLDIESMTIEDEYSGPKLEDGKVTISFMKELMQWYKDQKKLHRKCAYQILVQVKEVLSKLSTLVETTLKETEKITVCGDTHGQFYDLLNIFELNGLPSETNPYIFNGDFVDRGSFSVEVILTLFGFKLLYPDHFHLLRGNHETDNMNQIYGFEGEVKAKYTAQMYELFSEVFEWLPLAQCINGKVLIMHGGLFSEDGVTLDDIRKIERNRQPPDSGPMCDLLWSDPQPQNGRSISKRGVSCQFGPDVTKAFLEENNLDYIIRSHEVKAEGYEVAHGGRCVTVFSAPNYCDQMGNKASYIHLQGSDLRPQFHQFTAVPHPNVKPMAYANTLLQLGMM
EBNA-1 inh: blocks EBNA-1 binding to DNA | inhibition, % at 14.8 µM | actives 0.34% (n = 300,000) | AID 1950 | EBNA-1 DNA binding, fluorescence polarization; in the data active = inhibition above about 28%
CTSL1 counter: blocks F. hepatica cathepsin L1 in PFM18AAP counter-screen; recombinant F. hepatica cathepsin L1, Z-Leu-Arg-MCA fluorescence; inhibition, % at 5.96 µM; actives 0.49% (n = 300,000); AID 1906;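 active = inhibition above the mean of all tested compounds plus 3 SD, set per screening campaign, cut at about 17% in these data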;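 also: 0% = plate median of test compound wells and 100% = 1 µM Z-Phe-Ala-diazomethylketone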
TPT1 inhibitor: C. albicans TPT1 enzyme inhibition; recombinant caTPT1, FP RNA substrate dephosphorylation; actives 0.81% (n = 300,000); inhibition, % at 5 µM;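 active = inhibition above the mean of all tested compounds plus 3 SD, set per screening campaign, cut at about 24% in these data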;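 also: plate controls were DMSO alone for no effect and ferristatin control at 100 nM for full effect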
Numbers without * were called inactive; · = no result given.

SMILES	ZTA counter	GASC-1 inh	PP1 inh	Yeast superoxide	HCV core dimer	PP5 primary	EBNA-1 inh	CTSL1 counter	TPT1 inhibitor
CC(=O)c1ccc(NS(=O)(=O)c2ccc(C)cc2)cc1	-14	13	-7	102	2	4.3	11	0	-5
COc1ccc(C(=O)NCCSCc2ccc(C)cc2)cc1	3	1	0	101	-5	1.6	0	1	-4
Cc1cc(NS(=O)(=O)c2ccccc2)c(C)c(Cl)c1O	-9	-3	-5	124	-2	3.8	-9	-1	3
COc1cc2oc3cc(C)oc(=O)c3c2cc1OC	-3	4	1	99	1	3.0	-6	-3	-3
C[C@H](c1ccccc1)n1nnc(COCc2ccccc2)c1C#CCOCc1ccccc1	18	6	6	104	2	1.5	9	0	-2
O=C(COC(=O)C1CCN(S(=O)(=O)c2ccc3c(c2)OCCO3)CC1)Nc1ccc(C(F)(F)F)cc1	5	6	4	97	7	6.5	3	1	-2
Cc1c(C(=O)NCc2ccoc2)oc2ccc3c(c12)C(=O)CC(C)(C)O3	-7	9	0	81	7	4.0	3	-1	-8
O=C(C1CCCN(Cc2nc(-c3ccc(Cl)cc3)no2)C1)N1CCOCC1 (centres undefined)	1	-3	0	92	0	0.5	1	2	0
Cc1ccc(S(=O)(=O)N2CCOC2CNC(=O)C(=O)NCCN(C)C)cc1 (centres undefined)	-12	5	-7	113	8	1.2	-8	-1	-3
CC(C)NC(=S)NC(=O)/C=C/c1cccc2ccccc12	-12	4	2	88	-1	-0.6	-1	-1	0
CC(C)n1nnnc1SCC(=O)N1CCN(C(=O)c2ccco2)CC1	-33	3	5	90	0	-5.8	-8	3	-4
COc1cc2cc(C)c(SCC(=O)N3CCN(C(=O)c4ccco4)CC3)nc2cc1OC	6	57	-3	99	9	-0.3	-3	-1	-1
Clc1cc(CSc2ccccc2)nc(-c2ccccc2)n1	-5	-7	-4	108	-5	2.6	3	0	0
CCc1ccc(-c2c(C)sc(NC(C)=O)c2C(N)=O)cc1	-2	-5	4	99	4	4.0	-7	-2	-2
COc1ccc(C2(CNC(=O)c3cccs3)CCOCC2)cc1	-1	-2	-1	86	-2	-0.7	6	2	-1
CCOc1ccc(CN2CCN(Cc3nc4c(s3)CCCC4)CC2CCO)cc1 (centres undefined)	14	4	-3	107	5	-2.5	3	-1	-1
Cc1ccc(S(=O)(=O)NC(CC(C)C)C(=O)N2CCC(C)CC2)cc1 (centres undefined)	4	-17	-4	99	0	-2.2	0	4	-4
CCCNC(=O)Nc1nccs1	-1	1	1	96	0	1.8	-6	-4	-1
COc1ccc(/C=N/NC(=O)c2ccccc2O)cc1Cn1cc([N+](=O)[O-])cn1	13	-10	2	95	1	0.8	1	-1	0
O=C(COc1ccc(Cl)cc1Cl)Nc1ccccn1	1	1	0	87	0	-1.7	-1	2	-1
O=Cc1ccccc1OS(=O)(=O)c1ccccc1	6	4	-2	106	2	-3.0	10	-2	2
COc1ccc(CCNC(=O)c2cc(-c3ccccc3)c(N3CCOCC3)s2)cc1OC	-4	10	-1	114	22	7.1	-5	0	-1
N#C/C(=C\c1c(N2CCC(C(N)=O)CC2)nc2ccccn2c1=O)S(=O)(=O)c1ccccc1	-5	0	1	104	1	0.9	2	2	1
O=C(COc1ccc(S(=O)(=O)NCc2ccccc2)cc1)N1CCOCC1	-1	-4	1	92	-5	-0.8	3	-2	0
COc1cc(C(=S)N2CCOCC2)ccc1OC(=O)c1cc(OC)c(OC)c(OC)c1	2	-15	-2	99	3	-0.5	-2	2	1

In another format: results already given.
Screens in order – ZTA counter, GASC-1 inh, PP1 inh, Yeast superoxide, HCV core dimer, PP5 primary, EBNA-1 inh, CTSL1 counter, TPT1 inhibitor
> COc1cc2oc3cc(C)oc(=O)c3c2cc1OC
  -3, 4, 1, 99, 1, 3.0, -6, -3, -3
> C[C@H](c1ccccc1)n1nnc(COCc2ccccc2)c1C#CCOCc1ccccc1
  18, 6, 6, 104, 2, 1.5, 9, 0, -2
> O=C(COC(=O)C1CCN(S(=O)(=O)c2ccc3c(c2)OCCO3)CC1)Nc1ccc(C(F)(F)F)cc1
  5, 6, 4, 97, 7, 6.5, 3, 1, -2
> Cc1c(C(=O)NCc2ccoc2)oc2ccc3c(c12)C(=O)CC(C)(C)O3
  -7, 9, 0, 81, 7, 4.0, 3, -1, -8
> O=C(C1CCCN(Cc2nc(-c3ccc(Cl)cc3)no2)C1)N1CCOCC1 (centres undefined)
  1, -3, 0, 92, 0, 0.5, 1, 2, 0
> Cc1ccc(S(=O)(=O)N2CCOC2CNC(=O)C(=O)NCCN(C)C)cc1 (centres undefined)
  -12, 5, -7, 113, 8, 1.2, -8, -1, -3

Following part
SMILES	ZTA counter	GASC-1 inh	PP1 inh	Yeast superoxide	HCV core dimer	PP5 primary	EBNA-1 inh	CTSL1 counter	TPT1 inhibitor
CCOc1ccc(C(=O)NC(=S)NC2CCCC2)cc1[N+](=O)[O-]	-8	9	1	95	-2	1.0	-1	0	-1
CCOc1ccc(C(=O)c2cnc3ccccc3c2N2CCN(CC)CC2)cc1	-2	4	-3	97	-6	-0.7	5	-2	0
O=C(COC(=O)c1ccc2c(c1)OCO2)NCc1ccc2c(c1)OCO2	-2	-3	-3	131	7	-1.1	6	-6	2
C=CCNC(=O)c1ccccc1CCc1ccccc1	0	-7	-5	86	-2	1.1	4	5	0
CCOc1ccc(CCNC(=O)CCC(=O)Nc2ccc3nc(N4CCN(C)CC4)cc(C)c3c2)cc1OCC	-12	-3	-2	88	1	-0.4	-13	-2	-1
N#Cc1ccc(CN2CCN(C(=O)CNS(=O)(=O)c3ccc4c(c3)OCCCO4)CC2)cc1	3	-2	-3	89	·	-0.2	·	·	·
C1=CC2CC1CC2CN1CCN(Cc2ccccc2)CC1 (centres undefined)	-8	-7	-8	106	-7	-5.3	1	3	-6
CC(C)c1ccc(O)c(N)c1	2	-3	-1	96	-2	0.5	5	-2	1
COc1ccc(CNC(=O)COC(=O)CO/N=C(\C)c2ccc3c(c2)OCO3)cc1	0	7	-6	104	-1	-3.5	-2	-12	-2
COc1cccc(NC(=O)C2CCN(S(=O)(=O)c3ccccc3)CC2)c1	-9	12	0	109	-12	1.2	-13	3	3
CC(C)NC(=O)c1ccc(-c2cccc(C(F)(F)F)c2)o1	3	0	4	93	-1	1.1	-2	0	-5
CSc1nc(N2CCN(C)CC2)c2c(c1C#N)CC(C)(C)OC2	6	31	-2	79	-6	-0.2	8	-4	-1
S=C1N(c2ccccc2)C(c2ccccc2)N2CCCN12 (centres undefined)	-13	9	1	113	-12	0.7	2	1	1
N#C/C(=C\c1cccc(O)c1)c1nc2ccccc2o1	11	-7	-2	99	0	-0.1	7	1	7
CCn1c(=O)c([N+](=O)[O-])c(Cl)c2ccccc21	-5	31	-1	93	4	-0.1	-8	-1	-1
Cc1ccc(-c2nnc(SCC(=O)N3CCCc4ccccc43)n2N)cc1	23	-1	-2	97	-3	2.9	-4	4	-1
CCOC(=O)Cc1csc(NC(=O)C2C3C=CC(C3)C2C(=O)O)n1 (centres undefined)	1	0	1	91	-3	0.0	2	-1	-2
O=C(COC(=O)CNC(=O)c1cccc([N+](=O)[O-])c1)Nc1cccc(S(=O)(=O)N2CCCC2)c1	-13	-7	2	111	-7	1.1	-3	-10	-2
COC(=O)c1ccc(NS(=O)(=O)c2cc3c4c(c2)CCC(=O)N4CCC3)cc1	3	-18	-1	101	1	-2.3	-5	2	0
COc1cccc(-c2nc(C(N)=O)c3[nH]c(=O)n(-c4ccccc4)c3n2)c1OC	7	4	-5	91	17	-0.4	2	1	-1
Cc1nc2sc(C(=O)OC(C)C)c(N)c2c(C)c1C	11	-18	0	108	1	2.3	18	2	0
CCN(CC)S(=O)(=O)c1cccc(C(=O)NC(Cc2c[nH]c3ccccc23)c2nnc3n2CCC3)c1 (centres undefined)	-3	-8	1	93	-2	2.0	1	-4	-5
CCn1cc(C(=O)NCC2CCCO2)c(=O)c2cc(F)c(N3CCN(C)CC3)cc21 (centres undefined)	-7	1	2	103	-5	0.6	-4	-1	-6
O=C(C1CC1)N1CCc2[nH]c3ccccc3c2C1	-2	2	1	105	-5	0.8	-8	-1	-2
COc1ccc(-n2nc(C(=O)NCc3ccco3)c3ccccc3c2=O)cc1	7	7	1	71	-2	0.7	7	6	-1

Additional structures follow.
SMILES	ZTA counter	GASC-1 inh	PP1 inh	Yeast superoxide	HCV core dimer	PP5 primary	EBNA-1 inh	CTSL1 counter	TPT1 inhibitor
O=C(NCC1(c2ccccc2)CCCC1)c1ccccc1	8	1	-2	91	10	-0.1	7	0	-2
CCN(CC)CCNC(=O)c1ccc(NC(=O)c2cn(-c3ccc(F)cc3)nc2-c2cccc(OC)c2)cc1	-8	-4	1	116	-14	3.2	1	-6	3
COc1ccc(N2Cc3ccc(OC)c(OC)c3C2=O)cc1	8	22	-2	105	-2	0.1	3	0	-1
COc1cc(/C=C/c2nc3ccccc3c(=O)[nH]2)cc(Cl)c1O	-6	-16	5	98	-22	1.2	-10	4	41*
CCOC(=O)c1cc(-c2ccccc2)nn1CC1CC(c2cccnc2)=NO1 (centres undefined)	-6	-3	3	94	6	1.0	4	0	4
NC(=O)c1c(NC(NC(=O)c2ccco2)(C(F)(F)F)C(F)(F)F)sc2c1CCCC2	-4	4	-4	99	2	2.0	0	-1	4
O=C(N/N=C/c1cc(Br)c(O)c(Br)c1)C1CC1	12	1	-5	112	-6	-2.0	8	1	1
O=C(CSc1ncc(-c2ccccc2)[nH]1)Nc1ccccc1F	-6	3	-2	107	-5	-0.3	-1	1	3
Cc1cc(=O)[nH]c(SCC(=O)NC(C)C2CC3CCC2C3)c1C#N (centres undefined)	-10	-1	-2	90	0	-0.3	9	2	-3
COc1ccccc1C(=O)Nc1ccc2c(c1)nc1n2CCN(C2CCCCC2)C1	10	-7	10	122	15	-3.0	2	4	7
CCc1nnc(NC(=O)C2CC(=O)N(c3ccc(C)cc3)C2)s1 (centres undefined)	4	7	0	98	7	0.1	2	5	0
CCOc1cc(/C=C(/NC(C)=O)C(=O)O)cc(Cl)c1OCc1cccc(Br)c1	8	7	5	110	12	3.3	-3	4	4
CN(C)S(=O)(=O)N1CCN(CC(=O)Nc2cc(Cl)ccc2Cl)CC1	24	-3	5	105	-8	0.5	1	4	-2
Cc1cnnn1-c1cccc([N+](=O)[O-])c1	13	16	-4	111	-1	1.5	-14	-1	-2
Cc1cccc(NC(=O)C2CC(=O)N/C(=N/N=C/c3ccco3)S2)c1 (centres undefined)	17	-3	0	108	2	-1.9	1	1	0
Cc1ccccc1Cn1c(=O)sc2ccccc2c1=O	-6	0	-1	106	4	2.3	8	4	-2
COc1ccc(NC(=O)CSc2nc3ccccc3nc2N2CCCC2)cc1Cl	6	2	7	90	9	0.3	14	2	0
CC1CCCCN1S(=O)(=O)c1ccc(C(=O)N(CCCN(C)C)c2nc3cc4c(cc3s2)OCO4)cc1 (centres undefined)	26	7	0	103	5	-1.5	3	-2	2
CCOC(=O)CCc1c(C)n[nH]c1C	1	-7	0	137	2	-0.6	-1	0	0
CCOc1cc(C2CC(=O)NC3=C2C(=O)C(C(=O)OC)C(C)C3)cc(Br)c1O (centres undefined)	-8	-2	-3	113	-8	1.2	5	0	-3
CC1CCCN(Cc2nc3c(c(=O)n(C)c(=O)n3C)n2CCc2ccccc2)C1 (centres undefined)	1	22	-2	95	2	1.9	-12	-2	2
CC(C)C(=O)O/N=C(\N)c1ccc(Oc2ccc(Cl)cc2)c([N+](=O)[O-])c1	-12	9	-4	103	-1	-0.6	-8	3	0
O=C(CSc1nc(-c2cccs2)cc(C(F)(F)F)n1)NCc1ccccc1	-9	7	-1	100	3	0.5	12	0	0
O=C(NNC(=S)Nc1ccccc1)c1ccc(O)cc1	9	-2	0	112	-5	1.1	-1	0	5

Assay outcomes: PubChem, several laboratories
